# KOR beta-arrestin-1: KOR antagonists, beta-arrestin recruitment, cell-based, luminescence, uHTS (AID 1778). 290,000 tested, 0.091% active. KOR beta-arrestin recruitment, luminescence, antagonist mode; higher % means a stronger effect. inhibition, % at 10 µM, or IC50 in µM where a hit was titrated; in the data active = inhibition above about 50%; also: strong numbers were not always called active
# NOD1 inhibition: NOD1 signaling inhibitors, primary screen, cell-based, luminescence, uHTS (AID 1578). NOD1-driven NF-kB luciferase reporter cells, luminescence; higher % means a stronger effect. one-dose inhibition, % at 4 µM; EC50 in µM for titrated hits. 290,000 tested, 1% active; in the data active = inhibition mostly above about 36%, no sharp cut-off; inactive = mostly below about 34%;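 also: HEK-293T reporter cells stimulated with the NOD1 agonist gamma-tri-DAP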
# GPR35 arrestin U2OS: inhibition of zaprinast-stimulated GPR35 beta-arrestin translocation – imaging, U2OS, beta-arrestin-GFP, zaprinast agonist, primary screen (AID 2058); U2OS GPR35 beta-arrestin-GFP translocation imaging, zaprinast antagonism; higher % means a stronger effect; inhibition, % at 10 µM, or IC50 in µM where a hit was titrated; 290,000 tested, 0.052% active;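 active = inhibition of at least 50% with at least 30 cells and total cytoplasm GFP at most 10,000,000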
# NTR1 agonist: agonists of NTR1, primary screen, imaging, U2OS cells, beta-arrestin-GFP, high content (AID 493036). P30989. NTR1-U2OS beta-arrestin-GFP spot imaging, agonist mode. activation, % at 20 µM. 330,000 tested, 0.17% active;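 active = activation at or above 40% of the spot to cytoplasm intensity ratio, with at least 20 cells analyzed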;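 also: 0% = DMSO without peptide and 100% = 100 nM NTR1 peptide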
# Target sequence (P30989 whole entry, looked up): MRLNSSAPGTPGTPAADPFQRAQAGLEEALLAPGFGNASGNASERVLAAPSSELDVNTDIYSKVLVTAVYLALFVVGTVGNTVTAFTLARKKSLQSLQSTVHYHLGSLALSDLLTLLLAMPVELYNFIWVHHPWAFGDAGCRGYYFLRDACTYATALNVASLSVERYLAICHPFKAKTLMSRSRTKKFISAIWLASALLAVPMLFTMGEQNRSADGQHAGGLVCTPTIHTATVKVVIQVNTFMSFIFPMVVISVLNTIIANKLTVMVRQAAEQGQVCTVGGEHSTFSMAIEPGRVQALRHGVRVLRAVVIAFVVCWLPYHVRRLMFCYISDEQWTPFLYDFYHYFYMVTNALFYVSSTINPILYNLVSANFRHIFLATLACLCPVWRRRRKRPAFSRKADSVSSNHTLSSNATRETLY
# GPR55 antagonists: inhibition of LPI-stimulated GPR55 beta-arrestin translocation – imaging, U2OS, beta-arrestin-GFP, LPI agonist, primary screen (AID 2013) | U2OS GPR55 beta-arrestin-GFP translocation imaging, LPI antagonism; higher % means a stronger effect | inhibition, % at 10 µM, or IC50 in µM where a hit was titrated | 290,000 tested, 0.13% active;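 active = spots per cell inhibited over 60%, with over 100 cells counted and total cytoplasm intensity under 500,000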;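 also: U2OS cells stably carrying GPR55 and arrestin-GFP stimulated by 5 µM LPI near EC80; imaged beta-arrestin-GFP aggregate spots per cell after agonist stimulation; plate controls were LPI-stimulated DMSO wells for no effect and DMSO wells without LPI for full effect; some results filed as inactive read as strong as hits; confirmed hits need IC50 under 10 µM and bright autofluorescent wells are also inconclusive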
# GPR55 activation: GPR55 agonists via beta-arrestin recruitment, primary screen, imaging, U2OS cells, beta-arrestin-GFP redistribution (AID 1961). U2OS GPR55 beta-arrestin-GFP redistribution imaging; higher % means a stronger effect. activation, % at 10 µM, or EC50 in µM where a hit was titrated. 290,000 tested, 0.048% active;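 active = activation above 40% with more than 50 cells counted in the well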;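 also: U2OS osteosarcoma cells stably expressing GPR55 and beta-arrestin-GFP; plate controls were DMSO negative control for no effect and LPI positive control for full effect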
# KOR beta-arrestin-2: KOR agonists, beta-arrestin recruitment, primary screen, cell-based, luminescence, uHTS (AID 1777). KOR beta-arrestin recruitment, luminescence; higher % means a stronger effect. activation, % at 10 µM; hits with a dose series show EC50 in µM. 280,000 tested, 0.02% active; in the data active = activation above about 50%, passing the limit was not always enough; also: a part of the inactive calls stands beside numbers as strong as those of hits
# UTI89 phage lysis: protection from phage-mediated lysis, alamar blue read-out – E. coli UTI89, K1F phage, bacterial capsule biogenesis inhibitors (AID 488966). inhibition, % at 100 µM; hits with a dose series show IC50 in µM. 340,000 tested, 0.02% active. E. coli UTI89 K1F phage lysis, alamar blue, 2 h; higher % means a stronger effect;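 active = phage lysis inhibition, versus mean bacterial control, above a set limit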;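 also: capsule biogenesis inhibitors block K1F phage lysis so surviving cells raise fluorescence; higher fluorescence means more inhibition of phage lysis; actives were called in the ten point dose series up to 300 µM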
# MgcRacGAP inhibition: MgcRacGAP GTPase-activating activity inhibitors, confirmation, biochemical, ADP Hunter fluorescence; MgcRacGAP-stimulated Rac1 GTP hydrolysis, ADP Hunter fluorescence; higher % means a stronger effect; GST-tagged Rac1 F28L mutant substrate; 340,000 tested, 0.6% active; inhibition, % at 30 µM, or IC50 in µM where a hit was titrated;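 active = first-screen hits whose inhibition reached a set limit at any dose in the follow-up dose series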;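 also: fluorescence reports GDP produced by GAP-driven GTP hydrolysis; strong numbers were not always called active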
# NTR1 agonist cell count 20 µM: further read-out of NTR1 agonist, marked with its call; cell count; measured here: cell count, cytotoxicity flag
# The depositor's hits bear a star; / = not tested or not shown; [ ] = dose if it differs, or a comment.
SMILES,KOR beta-arrestin-1,NOD1 inhibition,GPR35 arrestin U2OS,NTR1 agonist,NTR1 agonist cell count 20 µM,GPR55 antagonists,GPR55 activation,KOR beta-arrestin-2,UTI89 phage lysis,MgcRacGAP inhibition
COc1ccc(C(=O)NN2CCOCC2)cc1,-18%,-28%,-6%,-0.1,47,13%,-0.2%,1.2%,0.1%[50 µM],6%
Cc1nnc2sc(SCC(=O)N3CCC(C)CC3)nn2c1=O,-4%,7%,3%,-0.1,72,5%,0.3%,1.9%,0.2%,6%
Cc1nc(C)c(N)c(=O)[nH]1,17%,-29%,-7%,0.8,59,0%,0.1%,0.0%,4.1%,1%
CCn1c(C2CC(=O)N(c3cc(C)cc(C)c3)C2)nc2ccccc21 (stereo not given),-27%,-5%,-1%,-3.4,50,3%,-0.1%,0.4%,2.5%,2%
Cn1c(=O)[nH]c(=O)c2c1nc(SCc1ccccc1Cl)n2CC(N)=O,/,9%,-4%,-0.6,42,1%,-0.3%,/,-0.4%,5%
COc1ccc(NC(=O)CCSc2ccc3ccccc3n2)cc1,34%,-26%,0%,-0.4,53,6%,-0.3%,0.2%,5.5%,6%
Cc1ccc(C(=O)OCC(=O)c2cc(C)n(CC3CCCO3)c2C)cc1 (stereo not given),-69%[20 µM],-20%,-4%,6.3,57,-8%,-0.1%,-4.9%,0.5%,4%
N#CCCN(C(=O)CSc1nc(-c2ccccc2)cn1N)c1ccc(F)cc1,-3%,1%,-10%,-1.4,45,11%,0.0%,0.2%,0.1%,9%
CCC(CC)NC(=O)c1cccc(Br)c1,-1%,-27%,-14%,-2.0,58,11%,-0.3%,-2.1%,0.6%,-1%
O=C(c1cn(-c2ccccc2)nc1-c1cc2ccccc2oc1=O)N1CCOCC1,-48%[20 µM],-56%,-6%,-0.2,91,-7%,-0.1%,-5.0%,-0.9%,7%
Cc1ccc(C(=O)CSc2nnc(C(C)C)n2C)cc1C,-64%[20 µM],-26%,-9%,0.3,46,-3%,-0.1%,/,0.2%,9%
O=C(COc1ccc2c(-c3ccccc3)cc(=O)oc2c1)N[C@H](Cc1c[nH]c2ccccc12)C(=O)O,5%[20 µM],6%,10%,-2.2,92,-2%,0.3%,-3.6%,-0.5%,4%
NC(N)=NS(=O)(=O)c1ccc(NC(=S)NC(=O)/C=C/c2ccc(F)cc2)cc1,-4%,-6%,7%,-0.8,67,11%,0.4%,-4.5%,-1.5%,-1%
Fc1ccccc1Nc1nc(NCc2ccco2)nc(N2CCOCC2)n1,0%[20 µM],-20%,15%,-0.5,81,7%,-0.1%,/,0.3%,2%
O=C(Nc1ccccc1N1CCN(C(=O)c2ccccc2)CC1)c1ccc(Br)o1,-1%,-21%,-4%,9.9,61,31%,0.4%,-7.2%,-0.2%,4%
O=C(CN1CCN(C(=O)c2ccccc2)CC1)Nc1ccc(Cl)cc1F,-18%,-32%,0%,0.7,61,3%,-0.2%,-1.6%,-0.2%,5%
CCOc1ccc(NC(=O)C2CC(=O)N(C(C)C)C2)cc1 (stereo not given),19%,-18%,-8%,2.4,79,4%,-0.1%,-4.6%,0.1%,-1%
CCC(=O)N1CCc2cc(S(=O)(=O)N3CCCCCC3)ccc21,-38%,6%,8%,-0.9,69,4%,0.0%,3.5%,0.1%,/
NS(=O)(=O)c1cc(C(=O)NCC2CCCCC2)ccc1Cl,-23%,-41%,-9%,0.3,55,0%,-0.2%,-1.9%,1.1%,4%
Oc1c(Br)cc(Cl)cc1C=Nc1ccc(N2CCOCC2)cc1,-7%,20%,4%,-0.7,40,17%,0.9%,-0.6%,/,/
CCOC12CC(C)(C)CC(C)(CC3=C1C(=O)CC(C)(C)C3)C2 (stereo not given),-5%,-6%,14%,0.7,44,15%,-0.3%,-2.0%,1.3%,4%
Cc1cc(C)cc(NC(=O)C(Sc2nnc(C)c(=O)[nH]2)c2ccccc2)c1 (stereo not given),-3%,0%,6%,0.5,70,7%,-0.2%,3.3%,0.3%,9%
O=C(c1ccc(Cl)cc1)c1cnc(-c2ccc(Cl)cc2)s1,-4%,-24%,6%,-1.1,84,4%,-0.1%,1.6%,0.2%,4%
O=C(NC(=S)Nc1ccccc1Cl)c1cncc(C#Cc2ccccc2)c1,28%,-2%,7%,2.2,50,4%,0.2%,-3.6%,0.1%,8%
Cc1ccc(S(=O)(=O)N2CCC(=O)N(C(COCc3ccccc3)C(C)C)CC2)cc1 (stereo not given),-14%,-11%,-12%,3.3,47,9%,0.1%,-3.6%,2.1%,5%

# Compounds listed so far that have an aryl methoxy group, in the order listed:
SMILES,KOR beta-arrestin-1,NOD1 inhibition,GPR35 arrestin U2OS,NTR1 agonist,NTR1 agonist cell count 20 µM,GPR55 antagonists,GPR55 activation,KOR beta-arrestin-2,UTI89 phage lysis,MgcRacGAP inhibition
COc1ccc(C(=O)NN2CCOCC2)cc1,-18%,-28%,-6%,-0.1,47,13%,-0.2%,1.2%,0.1%[50 µM],6%
COc1ccc(NC(=O)CCSc2ccc3ccccc3n2)cc1,34%,-26%,0%,-0.4,53,6%,-0.3%,0.2%,5.5%,6%

# (listing goes on)
SMILES,KOR beta-arrestin-1,NOD1 inhibition,GPR35 arrestin U2OS,NTR1 agonist,NTR1 agonist cell count 20 µM,GPR55 antagonists,GPR55 activation,KOR beta-arrestin-2,UTI89 phage lysis,MgcRacGAP inhibition
Cc1ccc(CNS(=O)(=O)c2ccc3oc(C(=O)O)c(C)c3c2)cc1,-12%,/,-1%,-0.5,89,-5%,-0.1%,-0.7%,-1.5%,-1%
CSc1nsc(/C=C/Nc2ccc(C(=O)O)cc2)c1C#N,-4%,-27%,1%,-0.6,76,5%,-0.1%,-0.4%,0.3%,-4%
CC1OC2C(OC1C)N(S(C)(=O)=O)CCN2S(C)(=O)=O (stereo not given),-3%,13%,10%,3.1,72,6%,0.2%,-1.5%,1.2%,8%
CC(C)CNC(=O)C1C2C=CC(C2)C1C(=O)O (stereo not given),25%,-16%,-17%,2.0,106,-17%,0.6%,-1.4%,0.4%,7%
C/C(=N\NC(N)=S)C1(C)CCCCC1,2%,-29%,-1%,-0.7,60,9%,0.1%,0.9%,2.7%,10%
O=c1[nH]c(SCc2ccccc2[N+](=O)[O-])nc2nc[nH]c12,4%,-2%,14%,-0.8,47,2%,0.2%,-1.2%,0.4%,5%
O=S(=O)(N/N=C/c1ccccc1F)c1ccccc1,-38%,-24%,14%,-1.3,46,-3%,-0.4%,3.7%,0.3%,2%
N#C/C(=C1\CCCN1)c1nc2ccccc2c(=O)[nH]1,10%,-38%,22%,-0.8,47,5%,-0.1%,2.2%,0.5%,18%
Cc1ccc(C)c(S(=O)(=O)Nc2ccc(C(=O)NCCCN3CCCC3=O)cc2)c1,7%,-13%,2%,-1.2,44,18%,-0.1%,1.6%,0.5%[50 µM],2%
Cc1ccc(NCC(=O)Nc2c(C)n(C)n(-c3ccccc3)c2=O)cc1S(=O)(=O)N(C)C,32%,8%,24%,0.3,53,-7%,-0.1%,-0.9%,-0.1%[50 µM],9%
Cc1ccc(NC(=O)CN(C)S(=O)(=O)c2cccc3cccnc23)cc1,26%,-1%,0%,-0.6,63,1%,-0.1%,-2.0%,-4.5%,12%
O=C(O)c1ccc(S(=O)(=O)c2ccc3c(c2)C(=O)N(CC2CCCO2)C3=O)cc1 (stereo not given),7%,6%,-7%,-0.7,34,3%,0.2%,-2.5%,0.2%,11%
CCCSc1nnc2nc3c(nn12)c1ccccc1n3C,22%,-16%,-20%,1.2,64,0%,-0.3%,-6.0%,-0.5%,10%
Cc1ccccc1C(=O)NC1CCN(CC(=O)Nc2ccccc2Cl)CC1,-4%,4%,7%,-1.4,54,4%,-0.1%,4.0%,-0.2%,2%
Cc1nn(C)cc1C(=O)NNC(=S)Nc1ccccc1,16%,-10%,-8%,-4.4,72,8%,0.2%,-1.3%,1.7%,6%
CCOc1ccc(N(CC(=O)OC)S(=O)(=O)c2c(C)noc2C)cc1,8%,-9%,-1%,-1.4,58,11%,-0.1%,10%,-0.4%,4%
CCOC(=O)C1(S(=O)(=O)c2ccc(Cl)cc2)CCN(Cc2ccc(C)cc2)CC1,-11%,20%,-3%,7.6,89,9%,0.0%,4.7%,-0.1%,0%
CCc1nc2ccc(C(=O)O)cc2nc1CC,-39%,-43%,2%,2.1,65,7%,0.2%,1.7%,1.6%,0%
CC(C)n1cnc2c(N(C)c3ccccc3)nc(N(CCN(C)C)Cc3ccccc3)nc21,-73%,11%,5%,14,79,-1%,-0.1%,5.3%,2.6%,-21%
O=C(Nc1cccc(C(=O)N2CCN(c3ccc(F)cc3)CC2)c1)c1ccccc1,-37%[20 µM],-15%,7%,-1.9,88,4%,-0.1%,-5.7%,-0.2%,5%
O=C(CSc1nc2c(cnn2-c2ccccc2)c(=O)[nH]1)N1N=C(c2cccs2)CC1c1ccc(F)cc1 (stereo not given),12%,-14%,-15%,22,38,15%,0.2%,-0.2%,2.2%,5%
Cc1cc(C(=O)NNC(=O)/C=C/c2ccccc2Cl)c(C)o1,5%,-14%,-4%,0.2,68,12%,0.6%,-0.5%,1.2%,7%
Cc1ccc(S(=O)(=O)N(C)C)cc1NC(=O)c1ccc(OC(F)(F)F)cc1,-26%,-19%,7%,2.5,43,11%,-0.1%,11%,2.8%,2%
CCCCOc1ccc(CNC(=O)NS(=O)(=O)c2ccc(OCC(C)C)cc2)cc1,-44%,7%,14%,0.6,82,-4%,-0.1%,1.6%,-0.3%,11%
Cc1ccc(NC(=O)CSc2nnc(-c3ccccc3C)o2)cc1C,12%,-38%,1%,8.0,89,11%,-0.1%,-1.4%,0.3%,9%
COc1ccc(NC(=O)CSc2nc3[nH]ncc3c(=O)n2-c2ccccc2C)cc1OC,15%,-1%,-12%,-1.1,60,2%,-0.1%,-2.5%,1.8%[50 µM],6%

# Compound profiles, as listed above:
# O=C(c1ccc(Cl)cc1)c1cnc(-c2ccc(Cl)cc2)s1 is listed with KOR beta-arrestin-1 = -4%; NOD1 inhibition = -24%; GPR35 arrestin U2OS = 6%; NTR1 agonist = -1.1; NTR1 agonist cell count 20 µM = 84; GPR55 antagonists = 4%; GPR55 activation = -0.1%; KOR beta-arrestin-2 = 1.6%; UTI89 phage lysis = 0.2%; MgcRacGAP inhibition = 4%
# CCOc1ccc(N(CC(=O)OC)S(=O)(=O)c2c(C)noc2C)cc1 is listed with KOR beta-arrestin-1 = 8%; NOD1 inhibition = -9%; GPR35 arrestin U2OS = -1%; NTR1 agonist = -1.4; NTR1 agonist cell count 20 µM = 58; GPR55 antagonists = 11%; GPR55 activation = -0.1%; KOR beta-arrestin-2 = 10%; UTI89 phage lysis = -0.4%; MgcRacGAP inhibition = 4%

# Screening data: PubChem BioAssay, several laboratories

# An excerpt; the hit share may differ from the screen's.
